# DNMT1 inh – human DNMT1 methyltransferase inhibitors, primary screen, biochemical, molecular beacon, fluorescence, HinP1I cleavage, uHTS; 360,000 compounds, 0.83% hits; AID 588458, 2011; inhibition (reported as % activation of signal), % at 10 µM; DNA (cytosine-5)-methyltransferase 1 (Homo sapiens), P26358; in the data active means inhibition above about 50%
# LMPTP block – LMPTP phosphatase inhibitors, primary screen, biochemical, fluorescence intensity, uHTS; Low molecular weight phosphotyrosine protein phosphatase (Homo sapiens), P24666; recombinant LMPTP-A, OMFP fluorogenic substrate; inhibition, % at 20 µM; 360,000 compounds, 0.22% hits;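 active means compounds that cut the enzyme signal by at least half of the control window in the single-dose screen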;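 further: plate controls were DMSO wells with enzyme plus substrate for no effect and substrate without enzyme for full effect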
#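 Assay system: LMPTP-A phosphatase enzyme | Input: 0.625 nM enzyme | Also added: Fluorogenic phosphatase substrate OMFP at 400 µM final | Compound dosing: One test concentration per compound, 20 µM, with 3% DMSO overall | Schedule: 50 min enzyme reaction at room temperature, protected from light | Signal: Fluorescence intensity | Benchmarks: no-enzyme and uninhibited controls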
# SKN-1 block – suppressors of acrylamide-induced Pgst-4::GFP reporter in worms, primary screen, SKN-1 inhibitor project, whole organism, uHTS, GFP/RFP fluorescence ratio, strain VP596; C. elegans VP596 Pgst-4::GFP/RFP ratio, 24 h; AID 624304, 2012; inhibition, % at 21.8 µM; 360,000 compounds, 0.49% hits;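 active means interference check ratio from 0.5 to 1.5 plus GFP to RFP signal ratio inhibition reaching or exceeding a fixed threshold, cut at about 30% in these data, passing the limit was not always enough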; further: some compounds called inactive have numbers as strong as hits
# TbMetRS inhib – T. brucei MetRS inhibitors, primary screen, biochemical, luminescence; methionyl-tRNA synthetase (Trypanosoma brucei brucei); purified T. brucei MetRS, ATP depletion, Kinase-Glo luminescence; inhibition, % at 11.9 µM; 360,000 compounds, 0.4% hits; AID 624268, 2012;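 active means inhibition above a per-plate cutoff of the control wells' mean inhibition plus 3 SD, cut at about 5.5% in these data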;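 further: 0% = DMSO wells median and 100% = median of wells with control inhibitor compound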
#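 Test system: purified T. brucei MetRS enzyme. Also added: ATP, methionine and E. coli bulk tRNA substrates. Compound: 11.9 µM single point. Schedule: 15 min enzyme-compound preincubation, 2 h reaction, 10 min detection, 25 °C. Signal: luciferase luminescence of residual ATP, Kinase-Glo. Evaluation: percent inhibition versus plate control medians. Controls: DMSO wells, low control.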
# STEP block – STEP phosphatase inhibitors, primary screen, biochemical, fluorescence intensity, uHTS | Tyrosine-protein phosphatase non-receptor type 5 (Homo sapiens), P54829 | recombinant STEP, OMFP fluorogenic substrate | inhibition, % at 20 µM | 360,000 compounds, 0.25% hits | AID 588621, 2011;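 active means inhibition at 20 µM, scaled per plate between control wells, above about 37%, limit read from the data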;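 further: 0% = DMSO with enzyme and substrate and 100% = substrate only without enzyme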
#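 Material: STEP (striatal-enriched tyrosine phosphatase) enzyme, cell-free | Medium: 50 mM Bis-Tris pH 6.0 with 2.5 mM DTT and 0.005% Tween 20 | Read-out: Percent inhibition scaled to no-enzyme and uninhibited-enzyme controls, plate-pattern corrected | Signal: Fluorescence read at 480 nm ex / 540 nm em | Times: 20 min reaction, room temperature, in the dark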
# NadD block – inhibitors of S. aureus NadD, primary screen, biochemical, colorimetric, uHTS; Nicotinate-nucleotide adenylyltransferase NadD (Staphylococcus aureus N315); purified NadD enzyme, colorimetric absorbance read-out; inhibition, % at 20 µM; 360,000 compounds, 0.78% hits; AID 602399, 2012; in the data active means inhibition above about 26%; further: some compounds past the cut are filed as inactive
# Scp1 inh – Scp-1 phosphatase inhibitors, primary screen, biochemical, colorimetric, uHTS. Carboxy-terminal domain RNA polymerase II polypeptide A small phosphatase 1 (Homo …. Recombinant Scp1, phosphopeptide, malachite green phosphate absorbance. inhibition, % at 20 µM. 340,000 compounds, 0.88% hits. AID 493091, 2011;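 active means inhibition above about 50% at 20 µM, limit read from the data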;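 further: plate controls were DMSO wells with enzyme for no effect and wells lacking enzyme for full effect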
#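 Assay system: SCP-1 catalytic fragment, aa 76-261 | Buffer or medium: Tris acetate buffer pH 5.5 with MgCl2 and Tween-20 | Compound: One concentration, 20 µM, with 1.0% DMSO | Also added: Phospho 17-mer peptide substrate | Signal: Absorbance at 630 nm | Incubation: 45 min enzyme reaction at room temperature | Measure: % inhibition of SCP-1 phosphate liberation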
# SUMO1 PPI mod – modulators of SUMO1 protein-protein interactions, primary screen, biochemical, uHTS. SUMO1 binding to a labelled peptide, TR-FRET, 1 h. inhibition, % at 20 µM. 360,000 compounds, 0.33% hits; in the data active means inhibition above about 37%
# Target sequence (P63165 whole entry, looked up): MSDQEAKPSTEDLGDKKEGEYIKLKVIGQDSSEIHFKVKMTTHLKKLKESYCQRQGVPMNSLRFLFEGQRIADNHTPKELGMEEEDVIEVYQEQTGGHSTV
# Neddylation inh – inhibitors of cullin neddylation, primary screen, biochemical, TR-FRET, uHTS, NAE and Ubc12; calls only at 25 µM; 360,000 compounds, 0.58% hits; AID 651699, 2012; in the data active means inhibition above about 36%
# NRP1-CendR mod – modulators of CendR peptide binding to NRP-1, primary screen, biochemical, fluorescence polarization, uHTS. Neuropilin-1 (Homo sapiens), O14786. FAM-RPARPAR peptide binding to NRP-1. inhibition, % at 25 µM. 360,000 compounds, 0.85% hits;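 active means inhibition or corrected inhibition above about 18%, plus a signal ratio from 0.5 to 1.5, limit read from the data, passing the limit was not always enough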; further: strong numbers were not always called active
# Target sequence (O14786 whole entry, looked up): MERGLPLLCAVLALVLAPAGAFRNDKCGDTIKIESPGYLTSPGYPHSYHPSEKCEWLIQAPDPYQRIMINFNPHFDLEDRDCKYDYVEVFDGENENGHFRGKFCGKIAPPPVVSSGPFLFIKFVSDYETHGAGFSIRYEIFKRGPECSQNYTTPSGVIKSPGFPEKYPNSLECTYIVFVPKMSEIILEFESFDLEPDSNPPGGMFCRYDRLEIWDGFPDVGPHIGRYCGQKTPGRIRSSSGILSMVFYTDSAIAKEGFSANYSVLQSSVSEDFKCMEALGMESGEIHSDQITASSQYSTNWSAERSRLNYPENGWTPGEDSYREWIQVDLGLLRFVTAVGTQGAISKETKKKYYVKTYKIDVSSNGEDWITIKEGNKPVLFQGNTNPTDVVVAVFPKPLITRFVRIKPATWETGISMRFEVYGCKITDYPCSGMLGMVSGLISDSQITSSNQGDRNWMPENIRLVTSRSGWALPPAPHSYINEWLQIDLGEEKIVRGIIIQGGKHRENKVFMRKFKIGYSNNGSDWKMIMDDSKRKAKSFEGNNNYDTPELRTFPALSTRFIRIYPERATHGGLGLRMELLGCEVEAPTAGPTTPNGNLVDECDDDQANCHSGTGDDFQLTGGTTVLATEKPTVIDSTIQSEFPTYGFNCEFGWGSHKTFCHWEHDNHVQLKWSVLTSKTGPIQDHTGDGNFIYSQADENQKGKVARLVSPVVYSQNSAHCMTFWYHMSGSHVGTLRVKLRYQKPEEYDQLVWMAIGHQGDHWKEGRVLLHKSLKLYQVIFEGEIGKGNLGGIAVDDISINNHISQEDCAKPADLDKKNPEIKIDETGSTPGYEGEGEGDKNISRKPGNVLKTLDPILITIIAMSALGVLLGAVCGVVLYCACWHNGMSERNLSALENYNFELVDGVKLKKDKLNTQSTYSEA
# * hit, by the source's call; i = inactive; / = no result given.
SMILES,DNMT1 inh,LMPTP block,SKN-1 block,TbMetRS inhib,STEP block,NadD block,Scp1 inh,SUMO1 PPI mod,Neddylation inh,NRP1-CendR mod
O=C1CN(C(=O)COC(=O)/C=C/c2ccc(OC(F)F)cc2)c2ccccc2N1,5,0.8,-4,-0.9,-2,0,-2,-3,i,-4
CC(C)CC(N)c1csc(Nc2ccccn2)n1 (centres undefined),6,-0.7,11,0.8,0,2,/,6,i,11
Cc1ccccc1-c1nc(CS(=O)(=O)CC(=O)NCc2ccc3c(c2)OCO3)c(C)o1,0,-0.9,-12,0.1,0,-1,-6,0,i,-5
CC(C)c1ccc([N+](=O)[O-])cc1S(=O)(=O)N1CCN(C)CC1,5,0.5,11,-0.4,3,-6,-2,4,i,-2
CCc1ccc(OCC(=O)N/N=C/c2cc([N+](=O)[O-])ccc2N2CCCCCC2)cc1,3,2.9,1,0.6,3,24,-2,-9,i,-4
COc1ccccc1CNC(=O)N1CCN(S(=O)(=O)c2ccccc2)CC1,-2,-1.8,9,-0.3,-1,-7,-10,0,i,-4
Cc1ccc(NC(=O)CSCC(=O)O)cc1,-1,-0.3,-11,0.0,0,-6,-1,-7,i,-6
Cc1ccc2[nH]c3c(c2c1)CCNC3=O,2,-0.7,12,-0.8,-1,-1,-4,-4,/,-3
COc1ccccc1NC(=O)CCC(=O)Nc1nnc(C2CCCCC2)s1,0,0.1,-9,0.3,-1,-1,-4,-5,i,0
CCc1cccc(NC(=O)C2CCCN(S(=O)(=O)c3cnc[nH]3)C2)c1 (centres undefined),0,0.4,-11,-0.1,-1,-5,-4,4,i,1
CC1(C)CC(NC(=S)NC2CC2)CC(C)(C)N1,-2,-0.5,6,-0.4,3,-21,-4,2,i,5
O=C1CC(N(C(=O)c2ccco2)c2cccc(Cl)c2)C(=O)N1c1cccc(Cl)c1 (centres undefined),-7,0.3,0,-0.2,14,-2,-13,2,i,5
CCOc1cc(-c2nnc(NC(=O)C3=COCCO3)o2)cc(OCC)c1OCC,2,-0.6,-3,0.5,1,4,-7,4,i,4
COc1ccc(NC(=O)Cc2ccccc2F)cc1S(=O)(=O)N1CCCCC1,1,-0.6,7,-0.1,-2,3,-7,-3,i,11
CCCNNC(=O)C(O)(c1cccc(C)c1)c1cccc(C)c1,2,-1.7,9,-1.2,1,5,1,-4,i,-6
CC(=O)Oc1ccc(NC(=O)Cc2ccccc2)cc1,-3,-0.7,-9,-0.8,-1,-1,0,13,i,10
CSCCC(NS(=O)(=O)c1ccc(Cl)cc1)C(=O)O (centres undefined),-2,-2.8,26,-0.1,-1,0,-12,-1,i,-7
CCc1ccccc1OCc1nc2ccc(S(=O)(=O)N3CCOCC3)cc2[nH]1,-5,0.2,25,3.0,-2,-5,3,0,i,-10
O=C(NCCCN1CCOCC1)c1ccc(S(=O)(=O)Nc2ccccc2)cc1,2,-0.9,9,-0.5,2,-5,5,2,i,-5
COc1ccc2c(CC(=O)Nc3ccc(OC)nc3)coc2c1,-6,-1.2,1,-1.0,-2,-6,6,-1,i,6
O=C(OCc1nnc(-c2ccccc2)o1)c1ccc([N+](=O)[O-])s1,30,-1.5,-6,0.0,3,-8,-3,30,i,-24
O=C(c1cccc(F)c1)N1CCC2(CC1)NCCc1[nH]cnc12,-1,-2.7,6,-0.6,0,-1,11,-1,i,6
CN=C1NC(C)(C)C2CCC(C)(CC2)S1,9,1.0,-1,-0.3,-4,-3,1,3,i,0
CCN(CC(O)CON=C1c2ccccc2-c2ccccc21)S(=O)(=O)c1ccc(Cl)cc1 (centres undefined),-24,4.8,9,0.6,2,-8,-14,2,i,9
COc1ccc(CNC(=O)C2CCN(S(=O)(=O)N3CCCC3)CC2)c(OC)c1,1,0.9,-4,-0.1,-4,-1,-2,0,i,-2

# Three compounds from above, arranged by the value under TbMetRS inhib, ascending:
SMILES,TbMetRS inhib
CC1(C)CC(NC(=S)NC2CC2)CC(C)(C)N1,-0.4
CN=C1NC(C)(C)C2CCC(C)(CC2)S1,-0.3
COc1ccc(NC(=O)Cc2ccccc2F)cc1S(=O)(=O)N1CCCCC1,-0.1

# Part of the list above, showing only SKN-1 block.
molecule	SKN-1 block
O=C1CN(C(=O)COC(=O)/C=C/c2ccc(OC(F)F)cc2)c2ccccc2N1	-4
O=C(NCCCN1CCOCC1)c1ccc(S(=O)(=O)Nc2ccccc2)cc1	9

# Following part:
SMILES,DNMT1 inh,LMPTP block,SKN-1 block,TbMetRS inhib,STEP block,NadD block,Scp1 inh,SUMO1 PPI mod,Neddylation inh,NRP1-CendR mod
O=C(CSc1nnc2scc(-c3ccccc3)n12)Nc1nsc(-c2ccccc2)n1,17,7.6,9,0.1,7,6,71*,4,i,-10
Cc1cc2sc3ccccc3c(=O)c2c(C)c1O,-4,-1.6,1,0.9,2,-4,4,-16,i,-16
COc1cc(NC(=O)CSc2nc(C3CC3)nc3ccccc23)cc(OC)c1,29,1.6,9,-0.4,4,5,-1,10,i,13
COc1ccc(CC(=O)N/N=C(\C)CC(=O)Nc2ccc3c(c2)OCCO3)cc1OC,-2,-1.3,15,0.0,-1,1,-7,2,i,-5
CCN1C(=O)CC(n2c(C)nc3ccccc32)C1=O (centres undefined),3,-0.5,-6,-0.9,-3,-3,-6,-2,i,-6
CCc1cc2c(=O)n(CC(C)C)cnc2s1,-2,-1.6,14,-0.7,-5,-2,-2,1,i,-11
C[C@@H]1CN([C@@H](C)CO)C(=O)c2cc(N(C)C)ccc2O[C@@H]1CN(C)S(C)(=O)=O,2,-0.9,-4,-0.2,0,3,8,0,i,13
COc1ccc(C(C[N+](=O)[O-])c2c(-c3ccccc3)cc3ccccn23)cc1 (centres undefined),-4,2.6,3,-1.0,-4,16,-8,-8,i,-7
O=C1CCC([N+](=O)[O-])C(c2cccc([N+](=O)[O-])c2)N1 (centres undefined),2,-0.5,-11,0.1,3,-1,-8,-3,i,4
CCCCN(C)c1c(C)nc2ccc(C(=O)N(CC)CCN(C)C)cn12,3,-1.2,4,0.2,3,1,/,-5,i,9
Cc1ncc(CO)c(/C=N/NC(=S)Nc2cccc(Cl)c2)c1O,-27,5.5,12,0.5,64*,12,-5,21,/,-38
CN(Cc1ccco1)C(=O)Cn1cc(S(=O)(=O)N2CCCC2)c(S(=O)(=O)N2CCCC2)c1,5,-0.9,-17,-0.4,-3,-5,5,0,i,4
COc1cccc(CNC(=O)C2CCN(S(=O)(=O)c3ccc4c(c3)CC(C)N4C(C)=O)CC2)c1 (centres undefined),-3,-0.3,4,0.1,-1,6,-3,2,i,-12
CC(C#N)(NC(=O)CN1CCN(S(=O)(=O)c2cc(C(F)(F)F)ccc2Cl)CC1)C1CC1 (centres undefined),6,-1.1,6,-0.5,-2,-1,7,0,i,3
COc1ccc(-c2noc(-c3cccnc3)n2)cc1OC,1,0.1,-9,-0.4,-1,-1,-3,1,i,-4
COc1ccccc1N1CCN(C(c2ccc(F)cc2)c2nnnn2C(C)C)CC1 (centres undefined),-2,-1.0,-4,-0.5,1,3,-4,-1,i,-8
COc1ccc(NC(=O)/C(C#N)=C/c2ccc(-c3ccccc3C(=O)O)o2)cc1,2,-0.7,11,-0.1,0,2,-10,-11,i,-5
CCOc1ccc(S(=O)(=O)N2CCN(C(=O)c3sccc3C)CC2)cc1,-3,-1.1,-9,-0.2,0,1,3,0,i,27*
C[C@@H]1CN([C@H](C)CO)C(=O)c2c(c3ccccc3n2C)-c2ccccc2CO[C@@H]1CN(C)C(=O)Nc1ccccc1C(F)(F)F,1,-0.5,-10,0.4,1,2,/,2,i,-5
CCOC(=O)c1cnc2c(C)cc(Cl)cc2c1NCCCN1CCOCC1,8,-1.5,2,-1.3,2,-7,-6,-11,i,-6
Nc1n[nH]c(C(F)(F)F)c1-c1ccccc1,0,-13,6,3.0,1,8,-4,-1,i,0
CCOc1ccc(N(CC(=O)NCc2ccc(OC)cc2)S(C)(=O)=O)cc1,0,-1.5,0,0.0,-3,2,-4,-2,i,-2
Cc1nnc(N/N=C/c2ccc(Br)cc2)n1N,-3,-1.8,-13,2.5,1,0,8,-11,i,-4
C[C@@H]1CC=C[C@H]2[C@H]1C(=O)N(Cc1ccccc1)[C@H]2c1ccc(C(F)(F)F)cc1,14,1.6,4,-0.1,1,3,-4,8,i,-1

# Of the compounds above, these contain an aryl thioether with sulfur outside any ring:
SMILES,DNMT1 inh,LMPTP block,SKN-1 block,TbMetRS inhib,STEP block,NadD block,Scp1 inh,SUMO1 PPI mod,Neddylation inh,NRP1-CendR mod
O=C(CSc1nnc2scc(-c3ccccc3)n12)Nc1nsc(-c2ccccc2)n1,17,7.6,9,0.1,7,6,71*,4,i,-10
COc1cc(NC(=O)CSc2nc(C3CC3)nc3ccccc23)cc(OC)c1,29,1.6,9,-0.4,4,5,-1,10,i,13

# Structures above containing an NH in an aromatic ring (five):
SMILES,DNMT1 inh,LMPTP block,SKN-1 block,TbMetRS inhib,STEP block,NadD block,Scp1 inh,SUMO1 PPI mod,Neddylation inh,NRP1-CendR mod
Cc1ccc2[nH]c3c(c2c1)CCNC3=O,2,-0.7,12,-0.8,-1,-1,-4,-4,/,-3
CCc1cccc(NC(=O)C2CCCN(S(=O)(=O)c3cnc[nH]3)C2)c1 (centres undefined),0,0.4,-11,-0.1,-1,-5,-4,4,i,1
CCc1ccccc1OCc1nc2ccc(S(=O)(=O)N3CCOCC3)cc2[nH]1,-5,0.2,25,3.0,-2,-5,3,0,i,-10
O=C(c1cccc(F)c1)N1CCC2(CC1)NCCc1[nH]cnc12,-1,-2.7,6,-0.6,0,-1,11,-1,i,6
Nc1n[nH]c(C(F)(F)F)c1-c1ccccc1,0,-13,6,3.0,1,8,-4,-1,i,0
